Assay outcomes deposited in PubChem BioAssay by The Scripps Research Institute Molecular Screening Center.
HTRA1 inh: HTRA1 serine protease inhibitors, primary screen, biochemical, fluorescence polarization, HTS; recombinant HTRA1, FP-rhodamine activity-based probe; inhibition, % at 5.96 µM; 340,000 compounds, 0.5% hits; AID 504803, 2011; in the data active = inhibition above about 36%;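 also: 0% = enzyme with DMSO and 100% = wells lacking enzyme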
Target sequence (Q92743 whole entry, looked up): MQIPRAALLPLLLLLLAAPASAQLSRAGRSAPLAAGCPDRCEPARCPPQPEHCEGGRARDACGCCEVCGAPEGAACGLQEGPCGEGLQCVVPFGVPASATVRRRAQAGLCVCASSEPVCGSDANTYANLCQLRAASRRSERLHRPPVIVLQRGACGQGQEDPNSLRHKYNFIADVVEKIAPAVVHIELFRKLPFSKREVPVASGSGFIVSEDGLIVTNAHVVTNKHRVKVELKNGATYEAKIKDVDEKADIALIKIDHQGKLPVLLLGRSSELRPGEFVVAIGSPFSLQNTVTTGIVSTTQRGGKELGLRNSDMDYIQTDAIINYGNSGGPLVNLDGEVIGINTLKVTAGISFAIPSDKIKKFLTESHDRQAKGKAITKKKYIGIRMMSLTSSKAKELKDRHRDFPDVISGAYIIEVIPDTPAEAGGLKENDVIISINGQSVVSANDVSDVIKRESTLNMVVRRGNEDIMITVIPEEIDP
UHRF1 MBD2 ctr: UHRF1 methylated DNA binding inhibitors, primary screen, counter-screen for MBD2 inhibitor project, biochemical, TR-FRET, human UHRF1, single concentration; 370,000 compounds, 0.75% hits; inhibition, % at 4.4 µM; UHRF1 binding to methylated oligo; in the data active = inhibition above about 21%;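 also: UHRF1 SRA domain binding a hemimethylated CpG hairpin DNA probe; 0% = median of test compound wells and 100% = reference inhibitor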
PRMT1 FP inh: PRMT1 methyltransferase inhibitors, primary screen, biochemical, fluorescence polarization. inhibition, % at 2.79 µM. 370,000 compounds, 1.3% hits. Protein arginine N-methyltransferase 1 (Homo sapiens), Q99873. recombinant PRMT1, activity-based probe fluorescence polarization;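 active = inhibition above about 21% made by adding two undisclosed values, limit read from the data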
PG9 binder: binders of HIV-1 gp120 antibody PG9, primary screen, biochemical, TR-FRET | HIV-1 gp120 / PG9 antibody interaction | TR-FRET gp120-PG9 antibody binding | inhibition, % at 6.7 µM | 360,000 compounds, 0.43% hits | AID 624416, 2012; in the data active = inhibition above about 8.5%
TDP2 inh: human TDP2 enzyme inhibitors, primary screen, biochemical, epi absorbance, recombinant enzyme; Tyrosyl-DNA phosphodiesterase 2 (Homo sapiens), O95551; T5PNP hydrolysis, p-nitrophenol absorbance 415 nm; inhibition, % at 12.8 µM; 370,000 compounds, 0.34% hits; AID 720702, 2013;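 active = inhibition above the mean of all tested compounds plus 3 SD, set per campaign, cut at about 25% in these data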;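 also: 0% = DMSO with enzyme and 100% = buffer with substrate but no TDP2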
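test system = human TDP2 enzyme | input = TDP2 enzyme at 120 nM final | medium = 50 mM Tris-HCl pH 7.5 with Mg2+, KCl, DTT, BSA | also added = T5PNP substrate, 5 mM | times = 2 h at 37 °C | technique = epi absorbance | benchmarks = high control without enzyme, low control DMSO plus TDP2 | replication = each compound tested once, singlicate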
LEDGF integ inh: blockers of LEDGF/p75-dependent integrase strand transfer – biochemical, TR-FRET, high throughput, primary screen; HIV-1 integrase (with human LEDGF/p75); inhibition, % at 3.7 µM; TR-FRET IN-LEDGF/p75 DNA integration, Eu/Cy5; 370,000 compounds, 0.64% hits;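 active = inhibition above the screen-wide mean plus 3 SD, cut at about 13% in these data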;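 also: signal is the Cy5 over europium emission ratio at 671 and 618 nm; 0% = plate median of compound wells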
TCR-CD3 inh: inhibitors of human TCR-CD3 interaction, primary screen, biochemical, fluorescence, TAMRA-labeled TCR probe | T-cell receptor (TCR) | 360,000 compounds, 0.37% hits | inhibition, % at 9.4 µM | AID 651800, 2012; in the data active = inhibition above about 19%;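 also: recombinant mutant TCR 2C K166C tagged with TAMRA read by polarization; 0% = receptor in buffer alone and 100% = receptor with positive control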
ABHD4 inh: ABHD4 inhibitors, primary screen, biochemical, fluorescence polarization, mouse; purified mABHD4, FP-Rh probe fluorescence polarization; (Lyso)-N-acylphosphatidylethanolamine lipase (Mus musculus), Q8VD66; AID 720543, 2013; inhibition, % at 8.92 µM; 370,000 compounds, 0.54% hits;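 active = inhibition exceeding the mean over every tested compound plus 3 SD, cut at about 30% in these data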;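 also: 0% = plate median of compound wells and 100% = S159A mutant with DMSO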
Target sequence (Q8VD66 whole entry, looked up): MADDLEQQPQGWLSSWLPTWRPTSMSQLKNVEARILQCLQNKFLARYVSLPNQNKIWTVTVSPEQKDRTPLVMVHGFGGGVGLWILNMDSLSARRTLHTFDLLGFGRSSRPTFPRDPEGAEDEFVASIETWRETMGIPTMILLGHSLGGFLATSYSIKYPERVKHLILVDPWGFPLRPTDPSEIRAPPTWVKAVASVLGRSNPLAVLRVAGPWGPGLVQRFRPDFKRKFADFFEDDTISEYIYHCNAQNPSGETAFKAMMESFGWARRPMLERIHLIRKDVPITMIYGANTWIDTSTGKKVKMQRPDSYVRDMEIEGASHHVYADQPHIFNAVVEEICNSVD
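System: mouse ABHD4 enzyme, wild type / Medium: HEPES pH 7.0, NaCl, Pluronic buffer / Reagent: FP-Rh activity-based fluorescent probe / Control set: S159A mutant high control, sample median low control / Detection: fluorescence polarization with parallel and perpendicular emission, 525/598 nm / Schedule: 45 min + 60 min at 25 °C / Compound dosing: 8.92 µM, single dose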
SIAE primary: human SIAE inhibitors, primary screen, biochemical, fluorescence polarization, FP-Rh probe, 1536-well HTS. Sialate O-acetylesterase (Homo sapiens), Q9HAT2. SIAE FP-Rh probe binding. inhibition, % at 9.66 µM. 370,000 compounds, 0.69% hits. AID 1053197, 2014;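 active = inhibition above a cutoff: mean of compounds within the control limits plus 3 SD of those, cut at about 17% in these data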;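 also: 0% = plate median of compound wells and 100% = probe without SIAE protein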
Tn7 DDE FP: inhibitors of Tn7 peptide binding to fibrin DD(E), primary screen, biochemical, fluorescence polarization, human fibrin, Tn7 probe. Fibrinogen beta chain (Homo sapiens), P02675. FP displacement of FITC-Tn7 peptide from fibrin DD(E); 0% = median of compound wells per plate. inhibition, % at 8.3 µM. 370,000 compounds, 0.13% hits. AID 720508, 2013;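 active = inhibition above the mean of compounds falling within the control limits plus 3 SD of them, cut at about 14% in these data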;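 also: 0% = plate median of compound wells and 100% = 10 µM Aha-Tn7 peptide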
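Assay system: Human clot-derived fibrin DD(E) complex | Buffer or medium: Tris/NaCl/CaCl2 buffer, pH 7.8 | Repeats: One replicate per compound | Benchmarks: Aha-Tn7 high control | Measure: % inhibition scaled between sample-field median and high-control FP | Schedule: 10 min plus 3 h, room temperature | Signal: Fluorescence polarization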
Numbers without * were called inactive; . = not tested or not shown.

SMILES | HTRA1 inh | UHRF1 MBD2 ctr | PRMT1 FP inh | PG9 binder | TDP2 inh | LEDGF integ inh | TCR-CD3 inh | ABHD4 inh | SIAE primary | Tn7 DDE FP
Cc1ccc(SC(C)C(=O)NCC(C)C)cc1 (stereo not given) | 8 | 0 | 0 | -1.0 | 0 | 0 | -3 | -1 | 2 | 7
COc1cc(/C=C/C(=O)O)cc(S(=O)(=O)NCCO)c1OC | 3 | -3 | -5 | -0.6 | 8 | 1 | 2 | 1 | 3 | 6
O=C(c1ccc(S(=O)(=O)c2cccc(Cl)c2)c([N+](=O)[O-])c1)N1CCN(Cc2ccccc2)CC1 | -6 | -1 | -4 | -2.6 | 4 | 3 | 6 | -9 | 9 | -8
C/C=C/C(=O)OCC(=O)Nc1ccc(OC)c(OC)c1 | 4 | -2 | 2 | -0.1 | 8 | -3 | -1 | 1 | 1 | -1
COc1ccc(-c2nnc(SCc3c(F)cccc3F)n2N)cc1 | . | 2 | 2 | . | -4 | -1 | . | 4 | -4 | 0
O=C(CSc1nc2ccccc2n1Cc1ccccc1)NNC(=S)Nc1ccccc1 | . | -6 | 1 | . | -8 | 5 | . | 8 | 2 | -3
COc1ccc(C(=O)OCCCc2cc3ccccc3c(=O)o2)cc1 | -9 | 0 | 1 | -1.3 | 9 | 1 | 0 | 0 | -6 | 8
COc1ccc2cc(Br)ccc2c1CC(=O)NCC1CCCO1 (stereo not given) | -12 | -2 | 1 | 7.6 | 0 | -5 | -2 | 7 | -6 | 3
CC1(C)N=C(N)N=C(N)N1c1cccc(C#N)c1 | 1 | 0 | -2 | -0.8 | 3 | 0 | -3 | 3 | -3 | 3
COc1ccc(OC)c(C(=O)COC(=O)CN2C(=O)NC3(CCCCC3C)C2=O)c1 (stereo not given) | -1 | -1 | 0 | 0.9 | -2 | 2 | -2 | 4 | -7 | -6
COc1ccc(CSc2cccc3cccnc23)cc1[N+](=O)[O-] | -7 | -7 | -3 | -1.6 | 2 | -1 | 4 | 0 | -4 | -1
Cc1ccc(NC(=O)COC(=O)CN2C(=O)C3CCCCC3C2=O)cc1S(=O)(=O)N1CCOCC1 (stereo not given) | 3 | 5 | -1 | -0.7 | -5 | -5 | -7 | 8 | 1 | -3
O=C1NC(Cc2c[nH]c3ccccc23)C(=O)N1Cc1cccc2ccccc12 (stereo not given) | -8 | 2 | 1 | -1.1 | -1 | 11 | -3 | -5 | 7 | -5
CCC(=O)Nc1ccc(C(=O)Nc2cc(C)on2)cc1 | 2 | 1 | -3 | 1.6 | 6 | 4 | 1 | 5 | 1 | -6
c1ccc(-n2cnc3cc(NCc4cccs4)ccc32)cc1 | 2 | 4 | 10 | -0.9 | -6 | -3 | -6 | 4 | 8 | 5
CC(=O)N1N=C(c2ccc(C)cc2)OC1c1ccc(Br)cc1 (stereo not given) | -18 | -1 | -2 | -0.2 | -5 | 1 | 8 | -9 | 2 | -2
O=C1OCCN1C(=O)[C@H]1[C@H](c2ccc(Cl)cc2)C(c2ccccc2)=NN1c1ccccc1 | -11 | 3 | 7 | 0.0 | 5 | -3 | -5 | 4 | -2 | -3
O=C1COc2cc(O)ccc21 | -7 | 0 | 5 | 1.3 | 0 | -1 | 2 | -14 | 0 | 6
Nc1nncn1C(=O)CCCOc1ccccc1 | 4 | 3 | 2 | -0.1 | -2 | 2 | -3 | -3 | 4 | 2
Cc1cc(C(=O)N/N=C/c2c(C)[nH]c3ccccc23)n[nH]1 | 1 | 4 | -4 | -5.9 | -9 | 5 | -12 | 0 | 3 | -8
COc1cc(C(=O)NCc2ccncc2)cc(Br)c1OCc1ccccc1 | -7 | -1 | 2 | -1.0 | 5 | -1 | 2 | -13 | -4 | 4
CCCc1cc(=O)[nH]c(SCC(=O)c2cc(C)n(C)c2C)n1 | 10 | -2 | -1 | 0.4 | -8 | 2 | 1 | 0 | 2 | 7
Cc1ccc(C)c(C(=O)n2cnnc2N)c1 | 3 | 0 | 0 | -2.0 | 5 | -2 | 0 | -8 | -2 | 10
O=C1c2ccccc2S(=O)(=O)c2cc(N3CCC4(CC3)OCCO4)ccc21 | . | -4 | 2 | -3.6 | -7 | -3 | -4 | -6 | 4 | 0
O=C(OCc1ccccc1)N1CCOCCOCCN(C(=O)OCc2ccccc2)CCOCCOCC1 | -15 | -1 | 0 | -0.8 | 7 | -3 | 6 | 0 | 5 | -2

The closing 2 compounds of the section before open the next one.
SMILES | HTRA1 inh | UHRF1 MBD2 ctr | PRMT1 FP inh | PG9 binder | TDP2 inh | LEDGF integ inh | TCR-CD3 inh | ABHD4 inh | SIAE primary | Tn7 DDE FP
O=C1c2ccccc2S(=O)(=O)c2cc(N3CCC4(CC3)OCCO4)ccc21 | . | -4 | 2 | -3.6 | -7 | -3 | -4 | -6 | 4 | 0
O=C(OCc1ccccc1)N1CCOCCOCCN(C(=O)OCc2ccccc2)CCOCCOCC1 | -15 | -1 | 0 | -0.8 | 7 | -3 | 6 | 0 | 5 | -2
COc1ccc(-c2ccc(CCC(=O)O)n2-c2ccccc2O)cc1 | 8 | -3 | -5 | -0.5 | -7 | 2 | 2 | 0 | 5 | 2
Cn1c(=O)c2[nH]cnc2n(-c2ccccc2)c1=O | 3 | 0 | 3 | -0.8 | -4 | 3 | -4 | 10 | 2 | -4
CN(CCCNC(=O)c1cn(C)c2ccc(S(=O)(=O)N(C)C)cc2c1=O)c1ccccc1 | 9 | 2 | 9 | 0.2 | -5 | 2 | -4 | -2 | -5 | -2
Cc1cccc(CC(=O)Nc2cc(=O)n(C)c(=O)n2C)c1 | -6 | 0 | -1 | -1.5 | 0 | 2 | -1 | 4 | 4 | -1
COc1ccc(CCn2c(C)c(C(C)=O)c(C(C)=O)c2C)cc1OC | 4 | 8 | -1 | 0.7 | 8 | 0 | 6 | -1 | 12 | -4
CCCCNC(=O)CN1C(=O)NC(CCc2ccccc2)C1=O (stereo not given) | 0 | 0 | -9 | -1.6 | -5 | 6 | 7 | 4 | -6 | -5
Cc1nc(SCC(=O)Nc2cc(C(N)=O)cc(C(N)=O)c2)c2c(C)c(C)sc2n1 | -4 | -15 | 0 | 11* | 4 | -5 | 1 | -1 | -1 | -4
CCOc1ccc(-c2c(=O)n(O)c3ccccc3[n+]2[O-])cc1 | 5 | -6 | 16 | -1.8 | -1 | -1 | -4 | 2 | 4 | 11
CCOC(=O)c1ccc(NC(=O)c2c(Cl)cc(C)nc2C)cc1 | -6 | 2 | 1 | -1.2 | 8 | -2 | -2 | -4 | -4 | 4
CC1CCCC(C)N1CCCNC(=O)c1ccc2nc(N3CCOCC3)sc2c1 (stereo not given) | -1 | 1 | 2 | -2.1 | 5 | 3 | 4 | 1 | 2 | 9
COc1ccc(-c2cc(C(=O)NN=Cc3ccccc3F)[nH]n2)cc1 | . | 0 | -1 | . | 4 | -5 | . | -12 | -1 | -5
CSc1ccccc1NC(=O)COc1ccc(Cl)cc1 | -13 | -2 | 1 | -0.1 | -10 | 4 | 0 | -10 | 2 | -12
O=C(Nc1ccc2c(c1)OCCO2)C1CCN(C(=O)c2ccc(F)cc2)CC1 | 4 | 5 | 0 | 1.0 | 4 | 1 | -4 | -1 | -2 | 5
COc1ccc(CC(=O)Nc2c3c(nn2-c2cccc(Cl)c2)CS(=O)(=O)C3)cc1 | 3 | 3 | 1 | -1.9 | 6 | -2 | -2 | -1 | -1 | 2
COc1ccccc1/C=C/C(=O)OCC(=O)Nc1ccc2c(c1)OCCO2 | 4 | 0 | -4 | -0.6 | -5 | 4 | -7 | -1 | 0 | -6
CCOC(=O)N1CCN(C(c2ccc(C)cc2)c2sc3nc(C)nn3c2O)CC1 (stereo not given) | 1 | 1 | -4 | -1.7 | -10 | 6 | -11 | 2 | -6 | -3
N#Cc1cn(CC(=O)N2CCCC2)c2ccccc12 | 11 | 5 | 8 | 1.6 | -7 | -3 | -4 | -10 | -5 | -4
CC[C@@]1(C(=O)OC)N[C@H](CN(C)C(=O)c2ccccc2)[C@@H]2C(=O)N(Cc3ccccc3)C(=O)[C@@H]21 | 3 | -1 | 0 | -0.5 | -2 | 0 | -3 | 7 | -2 | -2
Cc1nn(-c2ccccc2)c(C)c1C(=O)OC(C)C(=O)NC1CCCCC1C (stereo not given) | 0 | 0 | 0 | 1.5 | -7 | -1 | -4 | 3 | 2 | -2
O=C(NCc1cccs1)N[C@@H](Cc1ccccc1)C(=O)O | 1 | 2 | 2 | 1.6 | -6 | 3 | -4 | -4 | 4 | -6
C=CCCC1CN(Cc2ccc(OC)cc2)S(=O)(=O)c2c(Oc3ccc(C)cc3)cccc2O1 (stereo not given) | . | 1 | -2 | -0.7 | 0 | 0 | 1 | -3 | -3 | 4
O=C(Oc1ccccc1C(=S)N1CCOCC1)c1cccc([N+](=O)[O-])c1 | -1 | 1 | 9 | -0.1 | -12 | -8 | -8 | 3 | -1 | 2
COc1cc2c(cc1OC)C(C)=NC1(CCCCC1)C2 | 5 | 1 | 1 | -0.2 | 3 | -2 | 6 | 3 | -13 | 3
O=C(C[C@@H]1C/C=C/CC[C@H](Cc2ccc(F)cc2)C(=O)OC[C@@H](Cc2ccccc2)NC1=O)N[C@H](CO)Cc1ccccc1 | -8 | -4 | -2 | -0.1 | -5 | -2 | 5 | -11 | -5 | -1
Cc1ccc(S(=O)(=O)NNC(=O)c2ccccc2O)cc1 | 0 | 0 | -3 | -1.7 | 3 | -3 | 2 | 7 | 1 | 2
C=CCNC(=O)/C(C#N)=C/c1ccccc1[N+](=O)[O-] | 5 | 0 | 14 | -1.1 | -4 | -3 | -3 | 3 | 8 | -4
Fc1cccc(NCc2cn3ccccc3n2)c1 | -3 | 0 | 0 | 0.4 | 9 | -1 | -7 | 2 | 0 | 3
NC(=O)CSc1ncnc2c1oc1ccccc12 | 0 | -4 | 2 | -14 | 0 | -2 | -1 | 4 | 0 | -7
